Compound activity as filed in PubChem.
Lipid storage S3: qHTS Assay for Lipid Storage Modulators in Drosophila S3 Cells; Drosophila S3 cells, BODIPY lipid droplet fluorescence, 18-24 h; cells fed with added oleic acid; Potency in µM for hits, for the others lipid storage change, negative = inhibition, % at the top dose, mostly 46.1 µM; 320,000 compounds, 0.64% hits; AID 2685; active = well fitted inhibition curve with a large enough effect in the signal ratio, with a control signal flat, not every such curve was filed as active; inconclusive = small, poorly fitted or top-dose-only effect, or effect the other way, or a change in a side signal; the % refers to the signal ratio
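Laser-scanning cytometry quantifies lipid droplet accumulation (500–530 nm total intensity; droplet/cell object ratio) in oleic acid-fed (400 uM added) Drosophila S3 cells treated with a concentration series. 20 uM Triacsin C defined 100% inhibition.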
Lipid storage S3 cell count max: further read-out of Lipid storage S3, marked with its call; cell number change, %; measured here: cell count max response;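 cells counted by Cell Tracker Red CMTPX staining in the red channel; peak over a dose series mostly up to 46.1 µM; percent activity relative to internal control wells on each plate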
Active calls of the source: *; i = inactive; ? = inconclusive; . = not tested or not shown; & = joins results of further samples; [ ] = remark or other dose. % is set by controls: 0 for no effect and ±100 for the full control effect; potency is the fitted concentration of half-maximal effect. The list is partial. The share of hits here may be higher or lower than overall.

molecule	Lipid storage S3	Lipid storage S3 cell count max
Cc1ccc(NC(=O)c2ccco2)cc1NC(=O)CSc1nnc(-c2cccs2)n1C	?	.
CC(=O)Nc1ccc(S(=O)(=O)N(C)CC(=O)OCC(=O)c2ccc3c(c2)NC(=O)CO3)cc1	?	.
COc1cccc(CNS(=O)(=O)c2ccc3c(c2)C(C)(C)C(=O)N3C)c1	?	.
O=C(Nc1cccc(C(=O)O)c1)Nc1ccccc1Cl	?	.
O=C(/C=C/N1CCOCC1)c1coc2ccccc12	?	.
O=C(Nc1ccc([N+](=O)[O-])cc1)C(Cc1ccccc1)N1C(=O)c2cccc3cccc(c23)C1=O (centres undefined)	?	.
CCc1c(C)sc(NC(=O)c2cc(C)on2)c1C#N	-3.9%	.
C=CCOc1ccc(-c2n[nH]c(=S)o2)cc1	?	.
CC(C)COC(=O)Cc1c(O)c2ccccc2[nH]c1=O	?	.
Cc1ccc(N2C(=O)c3ccccc3C2C(=O)c2cc(C)ccc2O)cc1 (centres undefined)	28.5%	12.0
O=C(N=C1SCC(=O)N1c1ccccc1Cl)c1ccccc1	?	.
O=C(CSc1nnc(Cc2ccccc2)o1)c1cc(F)ccc1F	?	.
CCC(=O)Nc1cc(C(=O)NCC2CCCN2CC)c(OC)cc1N(C)C (centres undefined)	?	.
COc1cc(C(=O)NC2CCCCC2)ccc1OC1CCN(C(C)=O)CC1	?	.
Cc1ccc(C2(C)NC(=O)N(CC(=O)Nc3cc(C)on3)C2=O)cc1 (centres undefined)	-4.7%	0.5
Cc1cccc(NC(=O)CSc2ccc(-c3cccnc3)nn2)c1	?	.
O=c1c2ccccc2c(C=Nc2ccc(Cl)cn2)c(O)n1-c1cc(Cl)ccc1N1CCOCC1	3.0%	-1.4
CCC(=O)N1CCN(c2ccc(NC(=O)c3ccc([N+](=O)[O-])o3)cc2Cl)CC1	?	.
COc1ccc(CN2C(=O)CSCC2=O)cc1OC	?	.
COc1ccc(Cl)cc1C(=O)Nc1ccncc1	?	.
Nc1ccc(C(=O)N/N=C/c2cn(Cc3ccc(F)cc3)c3ccccc23)cc1	?	.
COC(=O)C1=C(C)Nc2ncnn2C1c1cccnc1 (centres undefined)	i	-4.2
CC(C)C(NC(=O)CNC(=O)OC(C)(C)C)C(=O)NCc1ccccc1 (centres undefined)	?	.
CCCCN(C(=O)CSc1nnc(-c2ccc(OC)cc2)n1CC)c1c(N)n(Cc2ccccc2)c(=O)[nH]c1=O	23.9%	6.5
COc1ccc(C(=O)Nc2nnc(-c3ccccc3)s2)cc1	?	.
CC(c1ccccc1)N1C(=O)C2C3C=CC(C4CC34)C2C1=O (centres undefined)	-6.9%	-5.1
N#CC1=C(N)NC(=S)C(C(N)=O)C1c1ccc([N+](=O)[O-])cc1 (centres undefined)	?	.
COc1ccc(C2/C(=C(\O)c3ccc4c(c3)OCCO4)C(=O)C(=O)N2Cc2ccco2)c(OC)c1 (centres undefined)	5.1%	-0.7
C#CCOCCOCCOCCNc1nc(N2CCN(C(=O)[C@H]([C@@H](C)CC)n3cc(CCCCN)nn3)CC2)nc(N2CCN(C(=O)[C@H]([C@@H](C)CC)n3cc(CCCN=C(N)N)nn3)CC2)n1	43.7%	-4.0
CC12CCC(=O)N1C(C(=O)Nc1nc(-c3ccccc3)cs1)CS2 (centres undefined)	12.5%	15.9

Fetched one by one from above (2):
molecule	Lipid storage S3	Lipid storage S3 cell count max
CC(c1ccccc1)N1C(=O)C2C3C=CC(C4CC34)C2C1=O (centres undefined)	-6.9%	-5.1
COc1cccc(CNS(=O)(=O)c2ccc3c(c2)C(C)(C)C(=O)N3C)c1	?	.

Some of these compounds in order of SMILES length, smallest number first.
molecule	Lipid storage S3	Lipid storage S3 cell count max
O=C(CSc1nnc(Cc2ccccc2)o1)c1cc(F)ccc1F	?	.
CCC(=O)N1CCN(c2ccc(NC(=O)c3ccc([N+](=O)[O-])o3)cc2Cl)CC1	?	.
O=c1c2ccccc2c(C=Nc2ccc(Cl)cn2)c(O)n1-c1cc(Cl)ccc1N1CCOCC1	3.0%	-1.4

(more compounds)
molecule	Lipid storage S3	Lipid storage S3 cell count max
CCc1ccc2nc(Nc3ccc(OC)cc3OC)c(C#N)cc2c1	18.7%	5.8
COCc1[nH][nH]c(=O)c1C=Nc1ccc(C(F)(F)F)cc1	?	.
COCCN=c1scc(-c2ccco2)n1/N=C/c1ccc(O)c(O)c1O	1.9%	-20.6
Cn1cc(S(=O)(=O)NC2CCCCCC2)c(=O)n(C)c1=O	?	.
COc1ccc(C(=O)NC(=S)NNC(=O)c2ccc(NC(C)=O)cc2)cc1Br	4.7%	15.2
COc1ccc(NS(=O)(=O)c2ccc(NS(=O)(=O)c3cccs3)cc2)cc1	?	.
C/C(=N\Nc1nnc2c3ccccc3n(C)c2n1)c1ccc(C)o1	?	.
COc1cc(OC)cc(C(=O)Nc2ccc(Nc3ccccc3)cc2)c1	?	.
CC(=O)Nc1ccccc1NC(=O)C/C(C)=N/NC(=O)c1ccncc1	-1.0%	9.5
COc1ccc(-n2nnnc2SCC(N)=O)cc1	-4.7%	0.9
Nc1c(C(=O)Nc2ccccc2F)sc2nc(-c3ccco3)ccc12	?	.
CCn1c(-c2nn(C)c(C)c2Cl)n[nH]c1=S	4.1%	-1.6
CCCn1c2ccccc2c2cnn(CC(=O)NC3CCN(Cc4ccccc4)CC3)c(=O)c21	?	.
Nc1ccc(Nc2nc(-c3cccs3)cs2)cc1	-13.7%	3.9
Cc1ccc(-c2ccc(=O)n(CC(=O)N3CCN(c4cccc(C)c4)C(C)C3)n2)cc1 (centres undefined)	-5.4%	-16.8
O=c1[nH]c2ccccc2c(O)c1Cc1ccccc1	-0.1%	-0.5
Cc1noc(/C=C/N(C)C)c1S(=O)(=O)N1CCCC(C(=O)NC(C)c2ccccc2)C1 (centres undefined)	i	-17.3
O=C(CN1C(=O)C2CC=CCC2C1=O)NCc1ccc2c(c1)OCO2 (centres undefined)	?	.
O=C(COC(=O)CCC1CCCC1)Nc1ccccc1Sc1ccccc1	?	.
CCOC(=O)N1CCN(C2CC(=O)N(c3ccc(F)cc3)C2=O)CC1 (centres undefined)	?	.
Nc1nonc1-n1nnc(C(=O)N/N=C/c2ccc(O)cc2)c1COc1ccc(F)cc1	16.1%	6.4
CN=c1scc(C)n1/N=C/c1cc(Br)c(O)c(Br)c1	-7.7%	-4.2
S=C(c1ccc(-c2ccc(Br)cc2)o1)N1CCCCC1	?	.
CCn1nc(C(=O)OCC(=O)N2CC(=O)Nc3ccccc32)c2ccccc2c1=O	?	.
Cc1ccc2[nH]c(=O)c(CN(CCc3ccccc3)C(c3nnnn3Cc3ccco3)C(C)C)cc2c1 (centres undefined)	1.3%	13.5
Cc1ccnc(SCC(=O)n2c3c(c4ccccc42)CC(C)CC3)n1 (centres undefined)	18.4%	-13.8
Cc1ncc([N+](=O)[O-])n1CCO	-6.5%&-9.4%	4.2&2.8
CCOc1ccc(N(C)Cc2cc(=O)oc3ccc(OCC)cc23)cc1	?	.
O=C(CSc1ncnc2c1oc1ccccc12)NCc1ccco1	?	.
O=C(O)CC(Cn1cnnn1)c1ccccc1 (centres undefined)	7.5%[9.22 µM]	25.3
CCCOc1ccc(NC(=O)CC2C(=O)N(CC)C(=S)N2CCNC(C)=O)cc1 (centres undefined)	19.0%	11.4
Cc1cc([N+](=O)[O-])ccc1NC(=O)C[n+]1ccc(N(C)C)cc1	5.9%	8.0
Cc1ccc(-n2c(SCC(=O)NC3CCCCC3)nc3c(c2=O)SCC3)cc1	15.9%	9.1
COC(=O)c1sc2nc(N3CCCCC3)c3c(c2c1N)CCCC3	?	.
O=C(COC(=O)CC1CCCC1)Nc1ccc(Cl)cc1	?	.
Cc1oc(-c2cc(F)ccc2F)nc1CN1CCN(c2cnccn2)CC1	?	.
O=C(c1ccc2nc(N3CCCCC3)sc2c1)N1CCN(Cc2ccc3c(c2)OCO3)CC1	?	.
CCC(C)NS(=O)(=O)c1ccc(OCC(=O)NCc2ccc3c(c2)OCO3)cc1 (centres undefined)	?	.
Cc1cccc(C(C(=O)NC2CCCC2)N(C(=O)c2csnn2)C2CCCC2)c1 (centres undefined)	?	.
O=C(N/N=C/c1ccccn1)c1ccc(Cl)c(Cl)c1	?	.
Cn1cc(CN2CCN(CCO)CC2)c(-c2ccc(Oc3ccccc3)cc2)n1	2.2%	-4.1
O=C(NN1C(=O)/C(=C/C=C/c2ccccc2)SC1=S)c1ccncc1	6.0%	17.3
COC(=O)c1sc2ccccc2c1-n1cccc1C(=O)C(=O)Nc1ccc(Cl)cc1	19.9%	-1.7
Nc1nc2ccccc2[nH]1	-7.0%	18.0
COc1ccc2nc(Nc3ccccc3OC)sc2c1	?	.
COC(=O)C1CN(C(=O)COc2ccc(Cl)c(C)c2)c2ccccc2O1 (centres undefined)	15.1%	1.4
C=CCNC(=O)NC(=O)COC(=O)c1ccccc1Sc1ccc(C(F)(F)F)cc1[N+](=O)[O-]	?	.
CC(=O)c1ccc(OCC(=O)Nc2ccc(N3CCCCC3)cc2)cc1	-22.8%	-5.1
COc1ccc(S(=O)(=O)NCCSCc2cccs2)cc1	-15.2%	-4.6
COc1ccc(C2=C(C=Nc3c(C)n(C)n(-c4ccccc4)c3=O)C(c3ccccc3C)c3ccccc3O2)cc1OC (centres undefined)	?	.
Cc1ccc(-c2nc(CN(C)C(C3CC3)C3CC3)c(C)o2)cc1	5.3%	19.2
Cn1nnnc1SCC(=O)N1CCN(C(=O)c2ccco2)CC1	i	.
CC1Oc2ccccc2N(CC(=O)Nc2ccccc2F)C1=O (centres undefined)	9.2%	-11.8
CONC(=O)C1CCN(C(=O)OCc2ccccc2)CC1	?	.
CC(=O)c1cc(Cl)ccc1OCC(=O)NC1CCCC1	?	.
COc1ccc(C(=O)N2CCN(c3ccc(C(C)=O)cc3F)CC2)cc1S(=O)(=O)NC1CC1	11.9%	-0.2
Cc1ccc(C(=O)N2CCN(c3ccc([N+](=O)[O-])c(NCc4cccnc4)c3)CC2)cc1	2.2%	4.2
COc1ccc(N(CC(=O)NCc2ccccc2OC)S(=O)(=O)c2c(C)nn(C)c2C)cc1	22.2%[9.22 µM]	.
CCC(C(=O)Nc1ccc2[nH]ncc2c1)c1ccccc1 (centres undefined)	13.9%	-3.4
COCCNC(=O)CC(c1ccccc1)c1ccccc1	?	.

More structures follow.
molecule	Lipid storage S3	Lipid storage S3 cell count max
O=C(/C=C/c1c(F)cccc1Cl)N1CCOCC1	?	.
Cn1c(C(=O)OC(C(=O)NC2CCCC2)c2cccnc2)cc2sccc21 (centres undefined)	3.6%	-3.7
Brc1ccccc1C1Nc2cccc3cccc(c23)N1	?	.
COc1ccc(N(C)S(=O)(=O)c2cccc(C(=O)NC3CCC(C)CC3)c2)cc1 (centres undefined)	?	.
O=C(Cn1cc[n+](Cc2ccccc2)c1)c1ccc([N+](=O)[O-])cc1	?	.
O=C(Nc1ccc(S(=O)(=O)Nc2cnc3ccccc3n2)cc1)c1cc(F)c(F)cc1Cl	?	.
CCS(=O)(=O)N1CCCC(C(=O)NCCc2ccccc2)C1 (centres undefined)	25.9µM*	-14.3*
Cc1cc(C)cc(NC(=O)CCCSc2nc3ccccc3[nH]2)c1	10.7%	10.8
Cc1ccccc1Cn1cc(NC(=O)c2noc(C(C)C)c2[N+](=O)[O-])cn1	?	.
Cc1sc(=NC(=O)c2ccco2)n(C)c1-c1ccc(F)cc1	-4.7%	11.9
COc1ccc(S(=O)(=O)N2CCOC2CNC(=O)C(=O)NCCCn2ccnc2)cc1OC (centres undefined)	12.9%	14.2
CC(Sc1ccc(S(=O)(=O)N2CCCC2)cn1)C(N)=O (centres undefined)	?	.
CCCNC(=O)C(Cc1ccc(C(F)(F)F)cc1)NC(=O)c1ccc(C#N)cc1 (centres undefined)	19.1%	-12.9
COC(=O)CC(c1ccc(F)cc1)n1c(C)ccc1C (centres undefined)	-6.4%	11.6
CCC1(C)Cc2ccccc2-c2nc(NCCCO)[nH]c(=O)c21 (centres undefined)	7.4%	-4.6
Cc1nc(-c2cccc(NC(=O)c3cc4cc(Br)ccc4oc3=O)c2)cs1	?	.
CCN(CC)CC#CCOC(c1ccccc1)c1ccccc1	0.4%	-11.3
Cc1cc(NC(=O)CCC(=O)N(CC(=O)NC2CCCC2)Cc2cccs2)no1	-1.1%	15.1
CC(C)c1ccc(N(CC(=O)NCc2ccco2)C(=O)CCC(=O)Nc2nccs2)cc1	?	.
CCOC(=O)Cc1csc(NC(=O)CN2CCOCC2)n1	-20.2%	-16.1
CN1C(C(=O)NCC2CC2)CC2Cn3c(nc4cc(Cl)c(Cl)cc43)C21 (centres undefined)	?	.
Cc1c(Nc2ccc3nonc3c2[N+](=O)[O-])c(=O)n(-c2ccccc2)n1C	0.5%	5.6
